Assay outcomes: PubChem, several laboratories
PhoP inhibition: PhoP-dependent GFP reporter repression – Salmonella Typhimurium, primary screen (AID 1863) | inhibition, % at 50 µM; hits with a dose series show IC50 in µM | S. Typhimurium PhoP-regulated promoter GFP reporter, 4 h; higher % means a stronger effect | 0.16% of 300,000 active;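 active = inhibition over 29.93%, a cutoff 3 SD above the screen mean, later confirmed by dose response; inconclusive = inhibition over 29.93% but no dose response follow-up; inactive = inhibition at most 29.93% or unconfirmed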;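 note: 0% = low Mg2+ inducing control and 100% = high Mg2+ repressing control; strong numbers were not always called active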
T cell HTS: modulates CD8 T cell binding to vesicles; 0.068% of 330,000 active; AID 2052; 2C CD8+ T cell-vesicle binding, flow cytometry; stronger effect = lower value; calls only at 7 µM;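 active = response, share of CD8 T cells binding vesicles, and their 90th percentile fluorescence all below set limits, cut at about 80% in these data, passing the limit was not always enough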
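Material: 2C TCR transgenic mouse naive CD8+ T cells, MACS-purified. Also added: QL9-charged Drosophila Ld/ICAM-1/B7-1 vesicles. Timing: binding 1.5 h at 37 °C. Measured by: high-throughput flow cytometry with anti-B7-1 and anti-CD8 staining. Read-out: percent CD8+ FL2 mean versus row control. Controls: Unloaded micro-vesicles (low), QL9 vesicles with 0.7% DMSO (high).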
West Nile antiviral: inhibition of WNV-induced cytopathic effect – cell-based, CPE readout (AID 1621). one-dose CPE inhibition, % at 10 µM; IC50 in µM for titrated hits. 0.02% of 290,000 active. West Nile virus-infected cells, CPE inhibition; higher % means a stronger effect; in the data active = a potency from the dose series; inconclusive = CPE inhibition mostly from about 3.7% at the one dose, without a potency; inactive = the rest, 99 in 100 with CPE inhibition below about 2.2%; note: strong numbers were not always called active
Large T inhibition: SV40 large T antigen inhibitors, biochemical (AID 1903) | 0.39% of 310,000 active | one-dose inhibition, % at 20 µM; IC50 in µM for titrated hits | SV40 large T antigen ATPase/helicase inhibition assay; higher % means a stronger effect; in the data active = a potency from the dose series; inconclusive = inhibition mostly from about 32% at the one dose, without a potency; inactive = the rest, 99 in 100 with inhibition below about 32%; note: strong numbers were not always called active
WT yeast gro inh: growth inhibition of WT yeast, mitochondrial fusion screen; inhibition, % at 10 µM; mitochondrial fusion phenotypic screen, WT strain; 2.1% of 190,000 active; in the data active = inhibition above about 58%; tested in S. cerevisiae
Myeloid diff MLP: compounds promoting myeloid differentiation. ER-HoxA9 myeloid progenitors, lysozyme-GFP differentiation, flow cytometry. calls only at 10 µM. 1% of 360,000 active. AID 624256;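 active = normalized GFP-positive differentiation at or above the plate's own cutoff, the solvent-only control mean plus 3 SD; inconclusive = no clear call, values can overlap the other calls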;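 note: cells exposed to compound for four days before flow analysis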
Rac1 GTP hydrolysis: MgcRacGAP GTPase-activating activity inhibitors, confirmation, biochemical, ADP Hunter fluorescence | MgcRacGAP-stimulated Rac1 GTP hydrolysis, ADP Hunter fluorescence; higher % means a stronger effect; GST-tagged Rac1 F28L mutant substrate | inhibition, % at 30 µM; hits with a dose series show IC50 in µM | 0.6% of 340,000 active | AID 624330;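 active = first-screen hits whose inhibition reached a set limit at any dose in the follow-up dose series; inconclusive = inhibition above the set first-screen limit but never retested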;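 note: fluorescence reports GDP produced by GAP-driven GTP hydrolysis; strong numbers were not always called active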
RSV antiviral HEp-2: RSV antiviral activity via CPE protection, HEp-2 cells, primary 10 µM value included (AID 2391). HEp-2 cells, RSV-induced CPE inhibition; higher % means a stronger effect. one-dose CPE inhibition, % at 10 µM; IC50 in µM for titrated hits. 0.13% of 310,000 active; in the data active = a potency from the dose series; inconclusive = CPE inhibition mostly from about 23% at the one dose, without a potency; inactive = the rest, 99 in 100 with CPE inhibition below about 21%; note: strong numbers were not always called active
b-catenin transl: beta-catenin nuclear translocation modulation. nuclear translocation activity, % at 5 µM. HeLa beta-catenin nuclear translocation, immunofluorescence imaging. AID 1665. 0.3% of 190,000 active;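 active = nuclear translocation activity above 50% at 5 µM, with a well cell count of 50 or more; inconclusive = wells under 50 cells across six images, flagged as toxic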;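 note: per-cell ratio of nuclear to cytoplasmic median beta-catenin stain intensity; plate controls were DMSO negative control for no effect and GSK-3 inhibitor IX positive control for full effect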
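Read-out: Nuclear/cytoplasmic beta-catenin signal ratio, % activation | Assay system: Human HeLa cell line | Times: 24 h compound exposure at 37°C, 5% CO2 | Signal: Fluorescence imaging of beta-catenin antibody stain plus DAPI | Dosing: 5 µM primary, 0.02–20 µM confirmation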
WT yeast gro inh mutant strain: also measured in WT yeast gro inh; calls as there; inhibition, %; mitochondrial fusion phenotypic screen, mutant strain inhibition
b-catenin transl cell count 5 µM: further read-out of b-catenin transl, marked with its call; cell count; measured here: cell count, cytotoxicity flag
T cell HTS vesicle-bound %: further read-out of T cell HTS, marked with its call; double positive events, %; measured here: CD8+ vesicle-bound cell fraction;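 binding gate set so that unloaded-vesicle control wells show 10% double positive cells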
Myeloid diff MLP GFP+ MAC1+ %: recorded beside Myeloid diff MLP, whose call it bears; GFP+ MAC1+ double positive, %; measured here: differentiation confirmed by MAC1 staining
Starred values were filed as active, the others as inactive; i = inactive; ? = inconclusive; . = no result given.

SMILES	PhoP inhibition	T cell HTS	T cell HTS vesicle-bound %	West Nile antiviral	Large T inhibition	WT yeast gro inh	WT yeast gro inh mutant strain	Myeloid diff MLP	Myeloid diff MLP GFP+ MAC1+ %	Rac1 GTP hydrolysis	RSV antiviral HEp-2	b-catenin transl	b-catenin transl cell count 5 µM
CCOc1ccc(CNC(=O)c2ccccc2NC(=O)C2=CSCCO2)cc1	4%	i	61	0.2%	5%	.	.	i	1.7	13%	2.8%	.	.
CSc1ncccc1C(=O)Nc1nccs1	0%	i	23	1.1%	5%	.	.	i	0.3	7%	0.5%	.	.
O=C(CC1(c2ccc(Cl)cc2)C2CC3CC(C2)CC1C3)NCCO (stereo unspecified)	9%	i	34	-0.8%	22%	7	1	i	0.7	0%	-0.2%	3.7	1100
Cc1nn(-c2ccccc2)c(C)c1NC(=O)COC(=O)c1ccc(NC(=O)CC#N)cc1	0%	i	46	-0.4%	24%	.	.	i	0.0	3%	1.2%	.	.
N#Cc1c(NC(=O)/C=C/C(=O)O)sc2c1CCN(Cc1ccccc1)C2	-7%	i	12	-0.6%	11%	.	.	i	3.0	-3%	1.2%	.	.
O=S(=O)(Nc1ccc(-n2cnnn2)cc1)c1ccccc1F	.	i	22	.	.	.	.	i	1.2	2%	2.4%	.	.
CCOC(=O)C(CCC(C)=O)C(=O)c1ccccc1 (stereo unspecified)	8%	i	26	-0.1%	15%	.	.	i	1.8	10%	-0.5%	.	.
O=C1CCCC2(O)C1C(c1cccc(Br)c1)NC(=O)N2Cc1ccccc1 (stereo unspecified)	1%	i	52	0.5%	1%	-10	3	i	0.5	2%	-0.7%	-0.5	1014
O=S(=O)(c1ccccc1F)N1CCN(c2nc3ccccc3s2)CC1	-7%	i	57	0.4%	8%	-9	14	i	0.3	.	-1.0%	0.6	1056
COc1ccc(-c2nn(-c3ccccc3F)cc2CNCCn2nc(C)cc2C)cc1	-2%	i	53	-0.6%	6%	12	7	i	0.3	2%	1.1%	-1.5	1003
COc1ccccc1NC(=O)Nc1nnc(-c2ccco2)s1	-11%	i	27	.	-5%	-9	4	.	.	.	4.7%	-1.9	1377
CC(C1CC1)N(C(=O)NC1CCS(=O)(=O)C1)c1ccccc1 (stereo unspecified)	7%	i	40	-0.1%	11%	-10	-14	i	1.0	10%	1.0%	-3.0	826
Cc1cccc(N/C(=N/S(=O)(=O)c2ccccc2)c2ccccc2)n1	0%	i	68	-0.4%	9%	.	.	i	0.1	6%	0.5%	.	.
CN(C)/C=N/c1ncc(C(=O)OC(C)(C)C)s1	-8%	i	34	0.2%	-16%	4	-9	i	0.6	10%	2.2%	0.6	1089
O=C(c1cccc(C(F)(F)F)c1)c1c[nH]c(C(=O)NCCCN2CCOCC2)c1	1%	i	56	-0.9%	2%	-8	11	i	0.2	1%	-1.4%	-1.9	1067
CN(C)c1ccc(C(C(=O)NCc2ccccc2)N(Cc2ccco2)C(=O)c2snc(C(N)=O)c2N)cc1 (stereo unspecified)	8%	i	23	0.1%	8%	.	.	i	8.5	0%	6.9%	.	.
Nc1c(C(=O)NCCc2ccccc2)sc2nc(N3CCOCC3)c3c(c12)CCCC3	10%	i	44	-0.8%	19%	36	6	i	0.5	11%	7.1%	-2.1	1045
O=C(CN1C2=NCCN2c2ccccc21)c1cccs1	0%	i	50	0.0%	16%	-2	6	i	0.1	5%	1.5%	2.9	497
Cc1ccccc1NC(=O)CSc1nc2scc(C)c2c(=O)[nH]1	1%	i	25	-0.2%	5%	.	.	i	0.7	5%	5.0%	.	.
O=C(Nc1nccs1)C1CCN(S(=O)(=O)c2ccc3c(c2)OCCCO3)CC1	-1%	i	15	-0.8%	19%	-2	-3	i	8.3	4%	14%	-3.5	679
Cc1ccc2nc(-c3ccc(NC(=O)CSc4ccccc4)cc3)[nH]c2c1	-1%	i	12	-0.8%	0%	19	10	i	7.9	15%	0.9%	0.5	1036
O=C1CCCN1CC(O)CS(=O)(=O)Cc1ccc(Cl)cc1Cl (stereo unspecified)	-3%	i	19	0.7%	-1%	.	.	i	0.6	8%	1.9%	.	.
O=C(/C=C/c1cccc([N+](=O)[O-])c1)Nc1cccc(NC(=O)c2cccs2)c1	-9%	i	48	0.7%	21%	-1	21	i	0.5	3%	20%	-3.7	510
CCN(CC)CC(=O)Nc1sc2c(c1C(=O)c1ccccc1OC)CCC2	-4%	i	11	-2.0%	27%	9	-2	i	0.5	6%	?	0.8	1010
O=C(COC(=O)c1cc(S(=O)(=O)NCc2ccccc2)ccc1O)c1cc2ccccc2o1	1%	i	51	0.1%	5%	.	.	i	0.6	11%	1.0%	0.2	1331
O=C(NCCc1ccccc1)c1ccco1	2%	i	41	0.6%	3%	-3	1	i	0.6	11%	-0.9%	-1.7	1127
NS(=O)(=O)c1cc(C(=O)N2CCNC(=O)C2)ccc1Cl	-1%	i	19	-0.2%	8%	.	.	i	0.1	6%	1.4%	.	.
Cc1cc(C(=O)NC(=S)Nc2cccc(C(=O)O)c2C)ccc1[N+](=O)[O-]	0%	i	50	0.6%	6%	-4	1	i	0.1	2%	0.0%	-1.4	1095
Cc1cccc(CNC(=O)C2CCC(=O)N(C3CC3)C2)c1 (stereo unspecified)	-6%	i	15	0.0%	14%	.	.	i	0.6	8%	1.6%	.	.
C=CCn1c(=O)c(C(=O)NCc2ccc(Cl)cc2)c(O)c2ccccc21	5%	i	57	-1.9%	10%	.	.	i	0.6	5%	9.0%	.	.
O=C(CCN1CCCC1=O)NC1CCCc2c1cnn2-c1ccc(F)cc1F (stereo unspecified)	9%	i	5	-0.4%	7%	.	.	i	1.2	6%	5.4%	.	.
Cc1ccc(Cl)cc1Nc1nc(-c2cccnc2)cs1	-7%	i	25	-0.8%	6%	.	.	i	0.8	8%	?	.	.
CCOC(=O)C1CCN(CC(=O)Nc2c(C(=O)OC)[nH]c3cccc(Cl)c23)CC1	-3%	i	21	-0.1%	5%	12	15	i	9.2	2%	2.1%	1.0	927
CNC(=S)N1CCN(c2ccc([N+](=O)[O-])cc2)CC1	12%	i	15	.	6%	67*	-8.6*	i	0.9	13%	0.5%	-1.1	1348
C=CCOc1ccc(/C=C/C(=O)OCC(=O)NCC2CCCCC2)cc1	-2%	i	36	.	15%	.	.	i	1.0	0%	0.4%	.	.
CCn1cc(CNCc2cn(C)nc2-c2ccc(C3CCCCC3)cc2)cn1	-12%	.	.	52%	12%	43	24	i	0.3	-3%	.	1.1	971
Cc1ccc(Cn2c(C3CCCN3c3nc(-c4ccc(F)cc4)cs3)nc3cc(C(=O)NCCCO)ccc32)cc1 (stereo unspecified)	2%	i	22	?	15%	.	.	i	1.6	3%	6.3%	.	.
N#CNC(=Nc1ccccc1F)SCc1ccc(C(=O)O)cc1	-2%	i	40	-0.1%	32%	0	3	i	0.1	2%	0.1%	-2.0	1033
O=C(Cn1ncn2c(cc3ccccc32)c1=O)NCCCc1ccccc1	13%	i	23	0.4%	3%	.	.	i	1.2	1%	.	.	.
CCNC(=O)CN(c1ccc(F)cc1)S(=O)(=O)c1ccc2c(c1)OCCO2	-4%	i	25	0.2%	10%	.	.	i	0.9	2%	1.8%	.	.

Limited to T cell HTS, T cell HTS vesicle-bound % and Large T inhibition, for some of the entries so far:
| SMILES | T cell HTS | T cell HTS vesicle-bound % | Large T inhibition |
| --- | --- | --- | --- |
| Cc1ccc(Cl)cc1Nc1nc(-c2cccnc2)cs1 | i | 25 | 6% |
| CCOC(=O)C1CCN(CC(=O)Nc2c(C(=O)OC)[nH]c3cccc(Cl)c23)CC1 | i | 21 | 5% |
| CNC(=S)N1CCN(c2ccc([N+](=O)[O-])cc2)CC1 | i | 15 | 6% |

The list continues:
SMILES	PhoP inhibition	T cell HTS	T cell HTS vesicle-bound %	West Nile antiviral	Large T inhibition	WT yeast gro inh	WT yeast gro inh mutant strain	Myeloid diff MLP	Myeloid diff MLP GFP+ MAC1+ %	Rac1 GTP hydrolysis	RSV antiviral HEp-2	b-catenin transl	b-catenin transl cell count 5 µM
CCOC(=O)C1=C(COC(=O)Cc2ccc(Cl)cc2)NC(=O)NC1C (stereo unspecified)	.	i	39	.	.	.	.	i	0.5	4%	1.1%	.	.
CC(CCn1cccn1)NC(=O)CCc1nnc(C2CCCCC2)o1 (stereo unspecified)	-2%	i	4	1.5%	3%	-6	-5	i	0.4	3%	-0.2%	0.7	1019
CCCCC(=O)NC(c1ccc(N(CC)CC)cc1)c1ccc2cccnc2c1O (stereo unspecified)	25%	i	44	?	5%	.	.	?	.	4%	2.1%	.	.
Cc1ccc(C(=O)N/C(=C\c2sccc2C)C(=O)NCCCN2CCOCC2)cc1	0%	i	26	-0.3%	26%	.	.	i	0.3	2%	0.0%	.	.
CCOC(=O)c1nnc(-c2ccc(C)cc2)nc1N1CCSCC1	6%	i	61	0.0%	7%	14	7	i	0.4	5%	9.9%	1.3	1467
COc1ccc(C(CC(=O)Nc2ccc(Cl)cc2F)NC(=O)C(F)(F)F)cc1 (stereo unspecified)	15%	i	25	-1.1%	-1%	2	-6	i	1.6	3%	-0.8%	-4.5	1130
Cc1cccc(N(C(=O)Cn2nnc3ccccc32)C(C(=O)NC(C)(C)C)c2ccsc2)c1C (stereo unspecified)	-2%	i	24	-0.4%	7%	8	11	i	2.0	12%	0.3%	-0.4	1003
O=C1c2ccccc2NC(c2cn[nH]c2-c2ccc(Cl)cc2)N1O (stereo unspecified)	11%	i	27	-0.9%	17%	-3	17	i	0.5	-1%	7.0%	.	.
CCOc1ccc(Br)cc1CSC(=N)N	26%	i	33	-1.7%	-1%	17	21	i	1.6	10%	22%	3.0	1070
O=C1COc2ccc(S(=O)(=O)NCCc3ccc(Cl)cc3)cc2N1	-1%	i	15	-0.7%	5%	.	.	i	0.6	2%	1.4%	.	.
O=C(Cn1c(CN2CCCCC2)nc2ccccc2c1=O)Nc1ccccc1	-14%	i	20	-0.3%	3%	-20	-4	i	7.3	3%	0.1%	-5.1	1186

This is a random part of the collection; overall some 3.6% were active at least once.
